High-throughput results: PubChem BioAssay, NCI
All columns: NCI-60 one-dose screen, growth in % after 48 h at 10 µM unless noted; 100 = growth as untreated, 0 = no growth, -100 = all killed.
HT29: HT29 colon cancer; 7.4% of 81,000 active; AID 1794748
SF-539: SF-539 CNS cancer. 6.8% of 81,000 active
SNB-19: SNB-19 CNS cancer cells | 2.5% of 81,000 active
SNB-75: SNB-75 CNS cancer. 5% of 79,000 active. AID 1794750
SW-620: SW-620 colon cancer; AID 1794795; 5.2% of 82,000 active
PC-3: PC-3 prostate cancer cells; 3.9% of 80,000 active; AID 1794754
KM12: KM12 colon cancer cells. 5% of 82,000 active
DU-145: DU-145 prostate cancer. 4.2% of 81,000 active. AID 1794760
HCC-2998: HCC-2998 colon cancer; 4.7% of 79,000 active; AID 1794799
The depositor's hits bear a star; . = not tested or not shown; & = joins results of further samples; [ ] = another dose, or the depositor's remark. The calls were made as follows: active = growth percent below 10; inactive = the rest.

#1 COc1cc(-c2cc3cc(O)ccc3oc2=O)cc(OC)c1OC
#2 O=c1c([N+](=O)[O-])cn(Cc2ccccc2)c(=O)n1Cc1ccccc1
#3 CC(COc1ccccc1Cl)OC(=O)C(C)C (centres undefined)
#4 FC(F)(F)c1cccc(-c2[nH]ncc2-c2nnnn2-c2ccccc2)c1
#5 CCCCCCCCCCCCCCNCc1ccccc1
#6 C=C(C)Cn1c(SCC(=O)c2cccs2)nc2sc3c(c2c1=O)CCCC3
#7 Cc1ccc2ccccc2[n+]1C
#8 OCC1OC(n2cnc3c(=S)nc[nH]c32)C(O)C1O (centres undefined)
assay / compound	1	2	3	4	5	6	7	8
HT29	103	111	86	15	26	39	130	46&98
SF-539	87	102	108	64	83	39	104	32&103
SNB-19	96	97	108	51	86	45	93	97&111
SNB-75	65	84	92	48	83	63	103	61&110
SW-620	108	110	106	16	43	39	94	77&104
PC-3	85	88	68	44	82	49	98	73&89
KM12	93	105	102	24	63	43	98	60&108
DU-145	107	117	106	76	81	51	114	52&98
HCC-2998	116	97	107	31	16	76	115	46&100

#9 N#CCc1ncc(-c2ccc(C(F)(F)F)cc2)c(NC2CCCCCC2)n1
#10 CC(C)(C(N)=O)N1CCN(c2ccc(Cl)cc2)CC1
#11 O=C(NCc1ccco1)Nc1cccc2ccccc12
#12 Cn1c(=O)c2c3c(oc2c2ccccc21)C(=O)c1ccccc1C3=O
#13 C=CCOC(=O)NC(CCC(=O)OCC)C(=O)OCC (centres undefined)
#14 C#CC(C)(C)OC(=O)Nc1ccccc1
#15 C/C(=C1\SC(=O)NC1=O)c1ccc(N)cc1
#16 Cc1cc(C(=O)N2Cc3ccccc3CC2C(N)=O)c(F)cc1F (centres undefined)
assay / compound	9	10	11	12	13	14	15	16
HT29	14[100 µM]	101	113	74	.	110	104	106[50 µM]
SF-539	67[100 µM]	96	107	97	92	107	92	96[50 µM]
SNB-19	45[100 µM]	93	104	93	119	101	101	109[50 µM]
SNB-75	53[100 µM]	.	109	64	104	100	76	93[50 µM]
SW-620	19[100 µM]	104	112	86	91	113	95	97[50 µM]
PC-3	-3.1*[100 µM]	86	99	64	89	99	96	94[50 µM]
KM12	8.1*[100 µM]	101	107	92	120	106	98	106[50 µM]
DU-145	29[100 µM]	105	108	91	117	112	102	109[50 µM]
HCC-2998	38[100 µM]	98	.	102	96	106	94	105[50 µM]

#17 c1ccc2cc(C3OCC4(CCCC4)CO3)ccc2c1
#18 Cn1nc(N)c(S(=O)(=O)c2ccccc2)c1Nc1ccccc1
#19 CCCCNC(=O)NS(=O)(=O)c1ccc(N2N=C(c3ccc(C)cc3C)CC2c2ccc(N(C)C)cc2)cc1 (centres undefined)
#20 Cn1c2ccccc2c2c3c(c4c5ccccc5[nH]c4c21)C(=O)N(N)C3=O
#21 C=CCC1(CC=C)C[C@H]2CO[C@H](O2)C1=O
#22 Cc1cccc2sc(/N=C(\N)C(Cl)(Cl)Cl)nc12
#23 CCN(CC)CCCC(C)N(Cc1ccccc1)CC(O)c1ccc(Cl)cc1 (centres undefined)
#24 Clc1ccc(/C=C/c2ccccn2)c(Cl)c1
assay / compound	17	18	19	20	21	22	23	24
HT29	95	128	62	60	96	105	92&108	83
SF-539	114	.	63	20	92	99	96&111	89
SNB-19	101	106	76	.	94	90	107&109	93
SNB-75	95	134	75	64	119	82	91&109	61
SW-620	110	114	62	45	124	103	113&99	86
PC-3	103	105	38	60	97	103	93&88	86
KM12	113	112	49	63	115	98	101&103	71
DU-145	119	129	85	57	119	92	106&109	116
HCC-2998	113	.	46	74	110	111	101&101	78

2 records picked at random from the list so far:
#23 CCN(CC)CCCC(C)N(Cc1ccccc1)CC(O)c1ccc(Cl)cc1 (centres undefined)
#20 Cn1c2ccccc2c2c3c(c4c5ccccc5[nH]c4c21)C(=O)N(N)C3=O
assay / compound	23	20
HT29	92&108	60
SF-539	96&111	20
SNB-19	107&109	.
SNB-75	91&109	64
SW-620	113&99	45
PC-3	93&88	60
KM12	101&103	63
DU-145	106&109	57
HCC-2998	101&101	74

Remaining list, next part.
#25 O=C1OCCN1N1CCOC1=O
#26 CC(C)(C(N)=O)N1CCN(c2cccc(Cl)c2)CC1
#27 NCC1CC2CCC1C2 (centres undefined)
#28 CCn1cc(C(=O)O)c(=O)c2cc(F)c(N3CCN(C(=O)c4ccc(Cl)cc4)C(C)C3)c(F)c21 (centres undefined)
#29 CCc1ccc(-c2ccc3c4c(cccc24)C(=O)N(c2nc4ccccc4s2)C3=O)cc1
#30 CCCCCCCC(=O)OCc1cc(=O)c(OC(=O)CCCCCCC)co1
#31 Brc1cc2ccccc2c2ccccc12
#32 C[C@@H](c1ccccc1)N1C(=O)N2CN(C)CN3C(=S)N[C@H]1[C@H]23
assay / compound	25	26	27	28	29	30	31	32
HT29	109	111	99	107	112	101	97	108
SF-539	107	106	97	95	100	97	103	93
SNB-19	105	85	97	94	100	101	103	97
SNB-75	90	.	84	91	94	91	89	80
SW-620	108	107	.	102	105	102	114	99
PC-3	96	101	86	90	99	98	108	103
KM12	106	109	94	99	102	107	106	102
DU-145	115	122	105	105	95	107	112	105
HCC-2998	99	105	.	102	101	106	109	99

#33 O=C1CCC23OC(c4ccccc4)(C(=O)c4ccccc4N12)C1SSCC(=O)N13 (centres undefined)
#34 CCCCCCn1c(=O)c2c(nc(NCCc3ccc(O)c(O)c3)n2C)n(C)c1=O
#35 COc1ccc(-c2cc(=O)c3ccc4ccccc4c3o2)cc1
#36 CC(C)=CC(=O)C=C(C)C
#37 CSC1=NC(=Nc2c(C)cccc2C)C2(CCC(C(C)(C)C)CC2)N1c1ccc(Cl)cc1 (centres undefined)
#38 COc1ccc(S(=O)(=O)c2ccc(C(N)=O)cc2)cc1NC(=O)c1[nH]c(C)c2c1CCCCC2=O
#39 COc1ccc2cc([C@H](C)CO)ccc2c1
#40 CCCCCN1C=C/C(=C\C(=O)N(C)c2ccccc2)c2ccccc21
assay / compound	33	34	35	36	37	38	39	40
HT29	102	94	103	106	25	33	114	110
SF-539	98	79	110	120	46	49	107	112
SNB-19	101	89	104	105	75	60	116	102
SNB-75	79	92	115	103	75	-14*	90	91
SW-620	98	88	106	112	29	68	107	103
PC-3	94	68	88	91	48	68	103	94
KM12	99	82	112	110	40	65	105	108
DU-145	105	96	124	115	40	83	114	102
HCC-2998	100	98	104	118	44	66	99	97

#41 O=C(Nc1ccc(Br)cc1)Nc1cccc(Br)c1
#42 Cc1nn(C)c2c1NC(=O)CS2
#43 CC1(C)C(=O)CC[C@]2(C)[C@H]3C(=O)C=C4[C@@H]5C[C@@](C)(C(=O)NCCNCCN)CC[C@]5(C)CC[C@@]4(C)[C@]3(C)CC[C@@H]12
#44 CCCc1nnc(NS(=O)(=O)c2ccc(C)cc2)o1
#45 CC(=O)[C@H]1CC[C@H]2[C@@H]3CC[C@H]4CC(=O)CC[C@]4(C)[C@H]3[C@H](O)C[C@]12C
#46 CNS(=O)(=O)Oc1ccc(-c2ccc3sccc3c2)cc1
#47 Cc1cc(C)n(-c2nc(Nc3ccccc3)nc(Nc3ccc(S(N)(=O)=O)cc3)n2)n1
#48 CC(C#N)(C#N)N=Nc1ccc(Cl)cc1Cl
assay / compound	41	42	43	44	45	46	47	48
HT29	28	107	98	112	97	98	102	.
SF-539	77	100	99	91	104	104	97	101
SNB-19	29	117	98	97	105	98	96	109
SNB-75	85	99	-30*	90	99	100	138	126
SW-620	29	107	102	104	98	102	108	71
PC-3	4.7*	94	90	98	93	97	80	95
KM12	13	101	99	103	105	104	96	102
DU-145	31	109	102	110	120	114	97	100
HCC-2998	28	98	101	101	90	106	110	92

#49 CN(C)Cc1cc(CN(C)C)c(O)c(C(=O)O)c1
#50 N#Cc1c(Nc2ccccc2)n[nH]c1-c1cccs1
#51 COc1cc(/C=C/C(=O)c2c(C)n([O-])c3ccccc3[n+]2=O)cc(OC)c1OC
#52 COc1ccc(/C=C/C(=O)c2ccc(NC(=O)CSc3nnc(-c4cc(-c5ccc(Cl)cc5)nc5ccccc45)n3-c3ccccc3)cc2)cc1
#53 Brc1ccc2[nH]c3c(Br)cc(Br)cc3c2c1
#54 CCCCCCN(CCCCCC)CC(O)c1ccc(Cl)c2ccccc12 (centres undefined)
#55 CCCCOC(c1ccc2c(c1)OCO2)C(C)Br (centres undefined)
#56 CCCCCCCCCCCC(=O)OCC1(C)COC(c2ccccc2)=N1 (centres undefined)
assay / compound	49	50	51	52	53	54	55	56
HT29	103	105	65	112	93	64	101	103
SF-539	106	.	75	96	100	89	101	92
SNB-19	103	85	51	101	104	100	97	95
SNB-75	101	91	81	84	93	93	88	84
SW-620	101	96	44	109	114	71	105	103
PC-3	101	81	25	90	96	79	92	82
KM12	103	89	61	103	.	93	111	119
DU-145	108	106	33	106	104	99	106	103
HCC-2998	102	95	61	108	123	99	109	69

#57 CCO/C=N/NC(=O)c1ccncc1
#58 NC1=NC2(C(=O)c3ccccc3C2=O)n2c(nc3ccccc32)N1
#59 COc1ccc2ccccc2c1/C=N/N1CCCCC1
#60 O=c1c2sc3nc4c(cc3c2nnn1-c1ccccc1Cl)C(O)CCC4 (centres undefined)
#61 CCOC(=O)C1=C(N)N(c2ccccc2)C2=C(C(=O)CC(C)(C)C2)C1c1cccc(Cl)c1Cl (centres undefined)
#62 O=C(CC(NC(=O)OCc1ccccc1)C(=O)OCc1ccccc1)OCc1ccccc1 (centres undefined)
#63 Cc1c2ccccc2c(C)c2c1ccc1ccccc12
#64 COc1ccc2c(c1)c(/C=N/Nc1ccnc3cc(Cl)ccc13)cn2C
assay / compound	57	58	59	60	61	62	63	64
HT29	101	101	101	87	73	99	93	-45*
SF-539	111	87	89	105	33	111	92	-83*
SNB-19	105	92	88	94	42	109	103	-68*
SNB-75	93	84	88	116	57	113	88	-91*
SW-620	104	96	103	106	.	92	100	-77*
PC-3	97	92	96	81	35	94	83	-84*
KM12	106	116	108	99	77	108	89	-78*
DU-145	105	117	108	101	81	111	97	-93*
HCC-2998	113	.	109	108	87	.	104	-86*

#65 C=C1C(=O)O[C@H]2[C@H]1CC/C(C=Nc1c(N)cc(C(F)(F)F)cc1Br)=C\CC[C@@]1(C)O[C@@H]21
#66 O=C(O)[C@@H]1CCC(c2ccccc2)=N1
#67 Cc1c(C)c(CN)c(C)c(C)c1CN
#68 C=CCOc1ccccc1C(=O)OC
#69 OCc1ncccc1O
#70 Nc1nc(Nc2cccnc2)nn1Cc1ccccc1
#71 CC(C)C[C@@H]1OC(=O)CCCCNC(=O)[C@H](Cc2ccccc2)N(C)C(=O)[C@H](C(C)C)N(C)C(=O)[C@H](Cc2ccccc2)NC(=O)[C@@H]2CCCN2C1=O
#72 CCn1c(Cc2ccccc2Nc2c(Cl)cccc2Cl)nnc1SCC(=O)Nc1ccccc1C(F)(F)F
#73 CCCCN=C(OC1C=CCCC1)SC (centres undefined)
#74 COc1cc(/C(N)=N/C(N)=N/c2nc3ccccc3s2)cc(OC)c1OC
assay / compound	65	66	67	68	69	70	71	72	73	74
HT29	-36*	.	97	109	108&99	108	78	82	112	101
SF-539	19	106	102	96	103&97	107	90	106	116	101
SNB-19	34	109	104	109	94&106	96	74	87	98	87
SNB-75	76	84	81	92	106&64	115	79	93	95	74
SW-620	-63*	109	108	112	104&110	97	92	99	104	76
PC-3	6.2*	96	99	85	99	94	69	67	95	61
KM12	30	96	105	115	106&101	99	87	98	109	53
DU-145	19	125	107	101	121&120	106	77	103	.	97
HCC-2998	34	101	111	99	108&112	108	102	100	93	103

Part of the list above in order of number of heavy atoms, low to high:
#69 OCc1ncccc1O
#66 O=C(O)[C@@H]1CCC(c2ccccc2)=N1
#73 CCCCN=C(OC1C=CCCC1)SC (centres undefined)
#55 CCCCOC(c1ccc2c(c1)OCO2)C(C)Br (centres undefined)
#59 COc1ccc2ccccc2c1/C=N/N1CCCCC1
#58 NC1=NC2(C(=O)c3ccccc3C2=O)n2c(nc3ccccc32)N1
#60 O=c1c2sc3nc4c(cc3c2nnn1-c1ccccc1Cl)C(O)CCC4 (centres undefined)
#74 COc1cc(/C(N)=N/C(N)=N/c2nc3ccccc3s2)cc(OC)c1OC
#65 C=C1C(=O)O[C@H]2[C@H]1CC/C(C=Nc1c(N)cc(C(F)(F)F)cc1Br)=C\CC[C@@]1(C)O[C@@H]21
#62 O=C(CC(NC(=O)OCc1ccccc1)C(=O)OCc1ccccc1)OCc1ccccc1 (centres undefined)
assay / compound	69	66	73	55	59	58	60	74	65	62
HT29	108&99	.	112	101	101	101	87	101	-36*	99
SF-539	103&97	106	116	101	89	87	105	101	19	111
SNB-19	94&106	109	98	97	88	92	94	87	34	109
SNB-75	106&64	84	95	88	88	84	116	74	76	113
SW-620	104&110	109	104	105	103	96	106	76	-63*	92
PC-3	99	96	95	92	96	92	81	61	6.2*	94
KM12	106&101	96	109	111	108	116	99	53	30	108
DU-145	121&120	125	.	106	108	117	101	97	19	111
HCC-2998	108&112	101	93	109	109	.	108	103	34	.

#72 CCn1c(Cc2ccccc2Nc2c(Cl)cccc2Cl)nnc1SCC(=O)Nc1ccccc1C(F)(F)F
#71 CC(C)C[C@@H]1OC(=O)CCCCNC(=O)[C@H](Cc2ccccc2)N(C)C(=O)[C@H](C(C)C)N(C)C(=O)[C@H](Cc2ccccc2)NC(=O)[C@@H]2CCCN2C1=O
assay / compound	72	71
HT29	82	78
SF-539	106	90
SNB-19	87	74
SNB-75	93	79
SW-620	99	92
PC-3	67	69
KM12	98	87
DU-145	103	77
HCC-2998	100	102
